bCat nuc transl = modulators of beta-catenin nuclear translocation, primary screen, imaging, HeLa cells, immunofluorescence, high-content; nuclear translocation activity, % at 5 µM; 190,000 compounds, 0.3% hits; AID 1665, 2009;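 active = nuclear translocation activity above 50% at 5 µM, with a well cell count of 50 or more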;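 note: per-cell ratio of nuclear to cytoplasmic median beta-catenin stain intensity; plate controls were DMSO negative control for no effect and GSK-3 inhibitor IX positive control for full effect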
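assay system = human HeLa cells, endogenous beta-catenin | times = compound treatment 24 h, 37°C, 5% CO2 | detection = Anti-beta-catenin immunofluorescence on PFA-fixed, Triton-permeabilized cells, DAPI nuclei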
P. falciparum M17LAP = P. falciparum M17LAP inhibitors, primary screen, biochemical, fluorogenic H-Leu-NHMec substrate, 1536-well (AID 1619) | recombinant M17LAP, H-Leu-NHMec fluorogenic kinetic assay; higher % means a stronger effect | Leucine aminopeptidase (Plasmodium falciparum (isolate 3D7)) | inhibition, % at 30 µM, or IC50 in µM where a hit was titrated | 220,000 compounds, 0.38% hits;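 active = compound inhibiting the enzyme by more than half at any dose during confirmatory dose-response retesting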;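 note: plate controls were full reaction with DMSO carrier for no effect and no enzyme background for full effect; strong numbers were not always called active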
NOD1 inhibition = NOD1 signaling inhibitors, primary screen, cell-based, luminescence, uHTS (AID 1578) | NOD1-driven NF-kB luciferase reporter cells, luminescence; higher % means a stronger effect | one-dose inhibition, % at 4 µM; EC50 in µM for titrated hits | 290,000 compounds, 1% hits; in the data active = inhibition mostly above about 36%, no sharp cut-off; inactive = mostly below about 34%;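 note: HEK-293T reporter cells stimulated with the NOD1 agonist gamma-tri-DAP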
Autophagy mod = autophagy modulators in MEF cells, primary screen, imaging, high-content, MEF GFP-LC3; 190,000 compounds, 0.98% hits; calls only at 10 µM (by protocol); MEF GFP-LC3 puncta imaging; test concentration mostly 10 µM;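 active = percentage of spot-positive cells more than 3 SD above its plate mean, without a fluorescence outlier flag or 80% toxicity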;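 note: spot-positive cell cutoff set from DMSO-treated cells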
Insulin prom up = insulin promoter activators in MIN6 cells, imaging, high-content screening, mouse beta cells. MIN6 insulin promoter-GFP reporter; hits give high values. z-score at 5 µM. 190,000 compounds, 0.3% hits. AID 1625, 2009;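 active = z-score above 3 at 5 µM with at least 500 cells counted in the well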
Yfh1-depleted yeast = enhancers of respiration in Yfh1-depleted yeast, dose response, Friedreich's ataxia, plus single-dose screen (AID 1465); S. cerevisiae Yfh1-off respiration, WST-1 reduction, 72 h; higher fold induction means a stronger effect; one-dose fold induction at 50 µM; EC50 in µM for titrated hits; 220,000 compounds, 0.074% hits;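 active = fold induction of absorbance versus untreated yeast above a set limit, then at least 30% activation at any dose in follow-up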;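 note: activators that raise dye reduction in frataxin-depleted yeast; strong numbers were not always called active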
NOD2 inhibition = NOD2 signaling inhibitors, cell-based, luminescence, uHTS, HEK293 (AID 1566) | HEK293 NOD2/NF-kB luciferase reporter, luminescence; higher % means a stronger effect | inhibition, % at 4 µM, or EC50 in µM where a hit was titrated | 290,000 compounds, 0.63% hits; in the data active = inhibition above about 50%; note: many of its hits are not listed in these tables
MT stabilize HCS = microtubule stabilizers in HeLa cells, primary screen, imaging, high-content imaging; HeLa tubulin immunostaining HCS, 24 h; share of cells brighter than vehicle mean+2SD; % tubulin-high responders, % at 10 µM; 200,000 compounds, 0.83% hits; AID 2205, 2009;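 active = plate Z-score above 3 for both tubulin-high and condensed-nucleus cell shares, with cell loss under 80%, at 10 µM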;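 note: anti alpha tubulin signal scored within the nucleus-defined area of each cell; some results filed as inactive read as strong as hits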
Dynein transport = inhibitors of GR-EGFP nuclear translocation, primary screen, dynein cargo transport inhibitor project, imaging, high-content, 3617.4 mouse cells. 220,000 compounds, 0.47% hits. test concentration mostly 20 µM; stimulated with dexamethasone, 1 µM; hits give low values. z-score, hits read low. AID 1381, 2008;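 active = plate z-score of nuclear minus cytoplasmic receptor signal below a set negative limit, without overly bright fluorescence or cell loss, cut at about -3.5 in these data, passing the limit was not always enough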;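 note: z-score of nuclear minus cytoplasmic ring GR-EGFP intensity difference per well; some compounds called inactive have numbers as strong as hits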
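Medium: Induction medium lacking tetracycline, stripped serum | Probe or stimulus: 1.0 µM final dexamethasone stimulus | Schedule: 48 h induction, then 1 h compound, then 30 min agonist, 37 °C | Signal: Automated 10x imaging of fixed Hoechst-stained cells | Evaluation: Per-cell GR-EGFP intensity, nucleus versus surrounding cytoplasmic ring, well-averaged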
Dynein transport cytoplasmic EGFP = also measured in Dynein transport; calls as there; z-score; measured here: cytoplasmic GR-EGFP intensity; hits give high values
Dynein transport nuclear GR-EGFP = recorded beside Dynein transport, whose call it bears; z-score; measured here: nuclear GR-EGFP intensity;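 lower value marks the stronger effect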
Dynein transport cell count = further read-out of Dynein transport, marked with its call; z-score; measured here: cell count per field
Insulin prom up cell count = further read-out of Insulin prom up, marked with its call; cell count; measured here: cytotoxicity, nuclei count;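 total cells summed across four imaged fields per well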
bCat nuc transl cell count 5 µM = second read-out of bCat nuc transl, no call of its own (marks repeat the call); cell count; measured here: cell count, cytotoxicity flag
MT stabilize HCS Hoechst-high % = recorded beside MT stabilize HCS, whose call it bears; % Hoechst-high responders; measured here: nuclear condensation Hoechst responders;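 share of cells brighter than vehicle mean plus two SD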
MT stabilize HCS cytotoxicity % = second read-out of MT stabilize HCS, no call of its own (marks repeat the call); toxicity, %; measured here: cytotoxicity by cell density;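 0% = mean cell density of plate MIN control wells and 100% = no cells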
Autophagy mod cell loss 18 h = also measured in Autophagy mod; calls as there; toxicity, %; measured here: cell loss, nuclei count;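 cell loss after 18 h compound exposure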
* marks the source's active call; other numbers are inactive results; i = inactive; . = not tested or not shown; + = active, no number. This is a subset; count on the stated rates, not on these rows.

SMILES	bCat nuc transl	bCat nuc transl cell count 5 µM	P. falciparum M17LAP	NOD1 inhibition	Autophagy mod	Autophagy mod cell loss 18 h	Insulin prom up	Insulin prom up cell count	Yfh1-depleted yeast	NOD2 inhibition	MT stabilize HCS	MT stabilize HCS Hoechst-high %	MT stabilize HCS cytotoxicity %	Dynein transport	Dynein transport cytoplasmic EGFP	Dynein transport nuclear GR-EGFP	Dynein transport cell count
COc1ccc(OC)c(Nc2nc(-c3cccc([N+](=O)[O-])c3)nc3ccccc23)c1	-1.1	1400	-9%	18%	+	7.7*	0.01	1542	i	16%	1.4	1.5	10	-0.91	-0.2	-0.47	0.6
COc1ccc(NC(=O)C2CCCCN2S(=O)(=O)c2ccc(F)cc2)c(OC)c1 (stereo not given)	-0.9	769	7%	8%	i	16	-0.51	1245	i	8%	2.4	2.5	11	-0.59	-0.22	0.025	1.1
Cc1ccc(NC(=O)C2CCN(S(=O)(=O)c3cccs3)CC2)cc1	4.7	923	-5%	-19%	i	-7	-0.19	1647	i	18%	5.3	2.9	8.5	-0.25	-0.2	-0.26	0.83
CNC(=O)Cn1nc(C)c2ccccc2c1=O	-2.4	1122	-9%	1%	i	2	-0.33	900	i	5%	2.5	1.5	14	2.4	0.074	1.2	-1.4
Cc1ccc(/C=N/NC(=O)c2ccco2)cc1	0.7	1298	4%	-13%	.	.	.	.	i	-80%	.	.	.	-0.76	-0.22	0.25	0.33
Cc1cccc(Cn2ncc(Cl)c(Cl)c2=O)c1	2.7	1363	2%	59%	i	-3	-0.56	1565	i	-8%	1.9	1.7	6.9	-4.3*	2*	-1.6*	0.32*
COc1cccc2cc(C(=O)NC3CC(C)(C)NC(C)(C)C3)c(=O)oc12	.	.	.	.	i	-6	.	.	i	.	1.9	1.8	3.9	1.2	-0.25	0.87	1.1
O=C(CCc1ccccc1)NN1C(=O)C2C3C=CC(C3)C2C1=O (stereo not given)	-1.4	950	-5%	-30%	i	-13	0.28	1643	i	17%	3.4	4.2	9.0	0.45	-0.32	0.96	0.32
Cc1cc(C)n(C(=O)c2ccc(S(=O)(=O)N3CCCC3)cc2)n1	0.0	1044	-1%	0%	i	-6	-0.2	1272	i	11%	2.9	1.4	0.2	-1	-0.23	-0.64	0.7
CC1CN(C(NC(=O)c2ccccc2)C(Cl)(Cl)Cl)CC(C)O1 (stereo not given)	.	.	0%	-7%	i	-7	0.4	1265	i	17%	1.1	2.6	9.7	0.064	-0.26	-0.18	0.64
CCOC(=O)c1c(C)n(C)c2ccc(O)c(S(=O)(=O)c3ccccc3)c12	0.6	1046	-17%	-18%	i	-51	-0.1	1717	i	-6%	6.1	2.4	5.2	-0.89	-0.27	0.33	0.85
O=C(Nc1cccc(NC(=O)c2cccnc2Cl)c1)c1ccco1	.	.	-10%	-21%	i	-11	.	.	i	9%	3.7	1.7	2.8	0.55	-0.27	-0.34	-0.07
CCOC(=O)N1CCC(N2C(=O)c3ccccc3C2Nc2ccccc2)CC1 (stereo not given)	.	.	1%	-14%	i	27	-0.09	935	i	9%	3.7	2.6	7.5	-1.3	-0.28	-0.79	0.98
CC(NC(=O)c1ccc(CS(=O)(=O)Cc2ccccc2F)o1)c1ccc2c(c1)OCCO2 (stereo not given)	-1.8	1225	10%	-22%	i	-4	.	.	i	8%	3.2	1.0	7.8	-0.55	-0.042	0.29	-0.36
N#CC1=C(N)OC2=C(CN(Cc3ccccc3)C/C2=C\c2cccnc2)C1c1cccnc1 (stereo not given)	0.0	1082	13%	11%	i	-26	0.62	1820	i	5%	3.1	2.1	4.8	0.52	-0.13	0.7	-0.49
Cc1cc(OCCn2ccnc2)cc(C(C)C)c1	1.7	497	8%	-15%	i	-13	0.14	1218	i	17%	1.7	1.8	4.9	-0.48	-0.26	-0.69	0.48
Cc1nn(C(=O)CN2C(=O)c3ccccc3C2=O)c(C)c1Br	.	.	-8%	12%	i	-14	.	.	i	14%	1.4	1.7	15	0.098	-0.21	0.031	0.38
COc1ccc(NC(=O)N2CCN(CCC#N)CC2)cc1	-6.2	1189	1%	-7%	i	-4	0.35	863	i	8%	4.1	2.7	7.5	-0.67	-0.24	-0.19	0.77
CC1CCN(Cc2nnnn2-c2ccc(Cl)cc2)CC1	-0.2	891	-1%	-21%	i	8	-0.38	1315	i	15%	2.2	2.3	9.1	-0.38	-0.12	-0.035	0.33
CCOC(=O)C1=C(C)NC2=C(C(=O)CCC2)C1c1cccnc1 (stereo not given)	.	.	-18%	-16%	i	-2	-0.85	1262	i	10%	2.6	2.2	3.2	-0.32	-0.21	-0.24	1
COC(=O)c1cc(NC(=O)c2cc(C)oc2C)cc(C(=O)OC)c1	-2.0	1265	13%	-27%	i	-3	-0.24	944	i	17%	4.8	2.6	5.5	-0.36	-0.24	0.21	-0.051
Nc1ccccc1SC1CC(=O)N(c2ccccc2Cl)C1=O (stereo not given)	0.0	1019	13%	-20%	.	.	-0.09	1385	i	-1%	.	.	.	1.1	-0.13	0.54	0.16
CC1(c2ccccc2)NC(=O)N(CC(=O)N2CCOCC2)C1=O (stereo not given)	-4.8	816	-2%	3%	i	2	1.3	1033	i	6%	1.7	2.2	6.1	-0.17	-0.21	0.046	0.29
COc1cnc(-c2cccc(C(F)(F)F)c2)nc1OC	-4.1	1127	3%	-29%	i	-1	-0.13	1263	i	-2%	9.8	1.3	2.0	0.55	-0.39	0.35	0.21
CCC/C(=N\NC(=O)Cc1csc(N2CCOCC2)n1)c1ccccc1	-5.4	1113	17%	-54%	i	-11	-0.28	1234	i	10%	3.0	2.4	12	-0.94	-0.053	-0.42	0.51
(more compounds)
SMILES	bCat nuc transl	bCat nuc transl cell count 5 µM	P. falciparum M17LAP	NOD1 inhibition	Autophagy mod	Autophagy mod cell loss 18 h	Insulin prom up	Insulin prom up cell count	Yfh1-depleted yeast	NOD2 inhibition	MT stabilize HCS	MT stabilize HCS Hoechst-high %	MT stabilize HCS cytotoxicity %	Dynein transport	Dynein transport cytoplasmic EGFP	Dynein transport nuclear GR-EGFP	Dynein transport cell count
COc1ccc(C(c2nnnn2Cc2ccccc2)N2CCN(C(=O)c3ccco3)CC2)cc1OC (stereo not given)	-1.6	988	4%	-10%	i	-1	0.51	1321	i	-4%	4.6	1.4	0.2	4.1	0.083	2.5	-2.6
CS(=O)(=O)Nc1ccccc1C(=O)NC1CC2CCC1C2 (stereo not given)	.	.	-21%	-8%	i	-9	.	.	i	-3%	2.6	2.9	4.2	-0.023	-0.3	-0.09	0.24
COC(=O)C(NC(=O)C(CC(C)C)NC(=O)C1CCC(C)CC1)C(C)C (stereo not given)	-0.8	1213	-2%	-5%	i	-1	-0.15	907	i	8%	2.5	1.5	8.7	-0.18	-0.2	-0.051	-0.66
COc1ccccc1NC(=O)Cn1cc(C(=O)c2ccco2)c2ccccc21	1.9	1511	7%	-43%	i	7	-4.7	723	i	-7%	2.7	2.9	8.0	0.3	-0.37	0.44	0.77
COc1ccc(C2NC(=O)NC(C)=C2C(C)=O)cc1 (stereo not given)	0.9	1107	-2%	-25%	i	-4	0.47	1111	i	4%	3.7	1.5	2.8	-0.49	0.038	-0.37	1.4
COc1ccc(-c2nc3ccccc3n2OCC(=O)O)cc1	-0.9	1084	-6%	-34%	i	22	0.58	1439	i	-41%	1.5	1.0	5.9	1	-0.075	0.94	-1.8
COc1ccc(CN(C(=O)c2ccc3c(c2)OCCO3)C(C(=O)NC2CCCCC2)c2ccc3ncccc3c2)cc1 (stereo not given)	-1.1	1307	-1%	7%	i	0	0.06	1466	i	5%	1.8	1.9	6.5	-0.095	-0.2	-0.07	0.44
NS(=O)(=O)c1cc2c(cc1Cl)NC=NS2(=O)=O	-0.3	579	-4%	-35%	i	30	.	.	i	2%	3.6	1.9	7.5	0.52	-0.31	0.46	0.45
Cc1cccn2cc(-c3ccc4c(c3)NC(=O)CO4)nc12	0.3	1325	3%	-3%	.	.	0.5	1417	i	-13%	.	.	.	-0.36	-0.29	-0.42	1.1
COc1ccc(S(=O)(=O)n2oc(=O)cc2-c2ccccc2)cc1	-6.8	1215	-27%	-32%	i	-7	0.21	789	i	6%	2.1	1.5	2.2	0.54	-0.11	0.55	0.61
CC(=O)OC1CC2(C)C(=O)CCC2C2CCc3cc(O)ccc3C12 (stereo not given)	-3.7	961	5%	3%	i	-4	0.61	1451	i	14%	6.2	2.9	6.9	1.2	-0.17	0.8	-0.82
Cc1nn2c(N3CCN(C)CC3)cc(C(C)(C)C)nc2c1-c1ccccc1	11	1033	0%	-9%	.	.	-0.07	1232	i	13%	.	.	.	1.7	-0.16	0.83	-1.1

Of the compounds above, 2 contain two or more sulfur atoms:
SMILES	bCat nuc transl	bCat nuc transl cell count 5 µM	P. falciparum M17LAP	NOD1 inhibition	Autophagy mod	Autophagy mod cell loss 18 h	Insulin prom up	Insulin prom up cell count	Yfh1-depleted yeast	NOD2 inhibition	MT stabilize HCS	MT stabilize HCS Hoechst-high %	MT stabilize HCS cytotoxicity %	Dynein transport	Dynein transport cytoplasmic EGFP	Dynein transport nuclear GR-EGFP	Dynein transport cell count
Cc1ccc(NC(=O)C2CCN(S(=O)(=O)c3cccs3)CC2)cc1	4.7	923	-5%	-19%	i	-7	-0.19	1647	i	18%	5.3	2.9	8.5	-0.25	-0.2	-0.26	0.83
NS(=O)(=O)c1cc2c(cc1Cl)NC=NS2(=O)=O	-0.3	579	-4%	-35%	i	30	.	.	i	2%	3.6	1.9	7.5	0.52	-0.31	0.46	0.45

Screens deposited in PubChem by several laboratories.
